Assay outcomes (PubChem BioAssay)
yeast rad50 = NCI yeast anticancer drug screen, S. cerevisiae rad50 strain | % growth inhibition at 50 µM | 79,000 compounds, 10% hits;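 further: 0% = growth of vehicle-only cultures of the same strain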
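Cells are treated with compound, grown, and their growth is then scored against vehicle-only cultures of the same repair-deficient yeast strain.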
yeast sgs1 mgt1 = NCI yeast anticancer drug screen, S. cerevisiae sgs1 mgt1 strain | % growth inhibition at 50 µM | 78,000 compounds, 10% hits | AID 161;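 further: 0% = growth of vehicle-only cultures of the same strain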
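Inhibition of yeast growth, normalised to vehicle-treated controls, is reported for a strain bearing genetic alterations in DNA damage repair.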
bub3 = NCI yeast anticancer drug screen, S. cerevisiae bub3 mutant strain; growth inhibition, % at 50 µM; 78,000 compounds, 9.9% hits;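 further: 0% = growth of vehicle-only cultures of the same strain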
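In this screen, a yeast mutant lacking normal mitotic checkpoint function is challenged with compound. Relative growth versus vehicle gives the inhibition value.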
cln2 rad14 = NCI yeast anticancer drug screen, S. cerevisiae cln2 rad14 strain. % growth inhibition at 50 µM. 78,000 compounds, 8.3% hits. AID 165;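 further: 0% = growth of vehicle-only cultures of the same strain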
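Test compounds were added to cln2 rad14 yeast cultures; inhibition of growth was then determined by comparison with vehicle treatment.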
yeast mec2-1 = NCI yeast anticancer drug screen, S. cerevisiae mec2-1 strain | % growth inhibition at 50 µM | 79,000 compounds, 9% hits;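 further: 0% = growth of vehicle-only cultures of the same strain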
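Test agents were screened against the mec2-1 yeast strain, with defined DNA repair or cell cycle alteration. Growth was scored as inhibition against vehicle-only controls.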
yeast mlh1 rad18 = NCI yeast anticancer drug screen, S. cerevisiae mlh1 rad18 strain | growth inhibition, % at 50 µM | 79,000 compounds, 11% hits | AID 175;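 further: 0% = growth of vehicle-only cultures of the same strain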
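Growth inhibition of the yeast strain was measured after compound exposure and expressed relative to vehicle-treated controls. The strain carries defined defects in DNA damage repair.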
The depositor's hits bear a star; & = joins results of further samples; ! = not confirmed by another sample. No stated cut-off is given here; in the data, active means growth inhibition above about 70%; inactive means the rest. Some of the compounds tested (hit frequency here may not be typical).

Values run as follows: yeast mlh1 rad18	yeast sgs1 mgt1	cln2 rad14	bub3	yeast mec2-1	yeast rad50
Cc1cccc[n+]1C(C)CCC(C)[n+]1ccccc1C (centres undefined)
  4	17	18	14	5	4
CN(C)CCP(c1ccccc1)c1ccccc1
  4	16	-1	12	6	0
Cc1cc(C)c(CCN(C)C)c(C)c1
  43	5	4	-3	12	15
ClCCCN1CCN(c2ccccc2Cl)CC1
  -8	7	7	1	-17	9
N#CN(Cc1ccccc1)C(c1ccccc1)(c1ccccc1)c1ccccc1.[Cl][Sn]([c]1ccccc1)([c]1ccccc1)[c]1ccccc1
  98*	98*	97*	98*	98*	97*
COC1CCCC2OC3(OC)C(OC)CCCC3OC12OC (centres undefined)
  8	10	41	27	15	12
C=CC(C)OC(N)=O (centres undefined)
  -1	-48	-21	5	-4	8
CC(C)NC(=O)N1C2C3CCC(C)(OC3(C)C)C21 (centres undefined)
  -12	4	-9	-15	-21	-16
CC(C)CC(NC(=O)C(Cc1ccccc1)NC(=O)CNC(=O)CNC(=O)C(N)Cc1ccc(O)cc1)C(=O)O (centres undefined)
  -11	-8	-8	-1	3	1
N#C[CH2][Sn]([c]1ccccc1)([c]1ccccc1)[c]1ccccc1
  99*	99*	98*	98*	99*	99*
CC(C)CC(C)(C)COP(=S)(OCC(C)(C)CC(C)C)OCC(C)(C)CC(C)C
  11	1	-37	-9	-15	14
CCCCP(=O)(CCCC)CCCC.CCCCP(=O)(CCCC)CCCC.CCCCP(=O)(CCCC)CCCC.CCCCP(=O)(CCCC)CCCC.[Mn+2].[O-][Cl+3]([O-])([O-])O
  -18	-25	-18	-22	-58	13
Nc1ccc(CCc2ccc(S(=O)(=O)F)cc2)cc1
  93*	98*	93*	93*	96*	95*
CC1C(=O)OCC1(C)O (centres undefined)
  -22	-6	1	46	-12	-15
CC(Nc1c([N+](=O)[O-])ccc(C(=O)NCCN(C)C)c1[N+](=O)[O-])C(=O)Nc1ccc(N(CCCl)CCCl)cc1 (centres undefined)
  -8	1	7	-8	-10	-35
COC(=O)CCSP(=S)(Oc1ccccc1)Oc1ccccc1
  9	12	4	36	8	0
CCOP(=O)(OCC)SC#N
  16	-6	6	-1	-3	15
CCCN1CN(c2ccccc2)C2(CCN(CCCC(=O)c3ccc(F)cc3)CC2)C1=O
  20	60	16	39	-4	36
CN1C[C@H]2[C@@H](C1=O)[C@H](c1ccccc1)ON2C
  -2	-34	14	6	-55	-16
O=[N+]([O-])c1csc([N+](=O)[O-])c1
  99*	99*	99*	99*	100*	99*
CN1C2CCC1c1c([nH]c3ccccc13)C2 (centres undefined)
  12	21	42	6	18	3
COc1cc(OC)c(NC2=NCCO2)cc1Cl
  -9	-6	7	-14	-20	-7
C[P+]1(C)CCCCC1
  -17	0	-3	-9	13	7
O=CC1(c2ccccc2)CCN(Cc2ccccc2)CC1
  17	45	41	38	-16	39
BrP(NC1CCCCCC1)(c1ccccc1)(c1ccccc1)c1ccccc1
  99*	99*	99*	99*	99*	99*
CC[C@@]1(O)C(=O)OCc2c1c(Cl)c1n(c2=O)Cc2cc3ccccc3nc2-1
  -70	-6	18	-28	-24	-21
O=C(O)c1ccc(CI)cc1
  -17	6	9	15	-12	-10
Cc1nnnn1C
  -14	-19	-11	-19	-12	-13
COc1cccc2c1C(=O)c1c(O)c3c(c(O)c1C2=O)C[C@@](O)(/C(C)=N\O)C[C@@H]3OC1CC(N)C(O)C(C)O1 (some centres undefined)
  14	-10	26	-24	6	92*
CCOc1cccc(C2(O)CCc3cc(OC)ccc3C2)n1 (centres undefined)
  29	4	50	-9	9	-6
CC(=O)OC[C@]12CCC(C)=C[C@H]1O[C@@H]1[C@H](O)[C@@H](OC(C)=O)[C@@]2(C)[C@@]12CO2
  -7	15	-3	-1	-27	-9
CC(=O)O[C@]1(C)OC(=O)[C@@H](CC(C)C)N1[N+](=O)[O-]
  11	17	14	7	8	12
O=C1CCCCC1CN1CCCCC1 (centres undefined)
  1	-2	-3	3	-3	5
C[N+](C)(C)CC1CCCCC1=O (centres undefined)
  44	18	22	12	12	24
CC([NH-])C(=O)O.[Cl][Pt][Cl] (centres undefined)
  -10	-25	8	-11	-10	-26
NC(=NC(c1ccccc1)c1ccccc1)N[N+](=O)[O-]
  -18	-13	3	7	5	-4
c1ccc(-c2csc3[nH]c4ccccc4[n+]23)cc1
  6	8	6	5	6	19
O=C1/C(=C\c2ccc([N+](=O)[O-])cc2)N2CCC1CC2
  7	-4	0	2	5	-8
COc1cc2c(cc1OC)C1c3ccccc3CCN1CCC2 (centres undefined)
  7	4	5	8	2	-4
CC[n+]1c(/C=C/c2ccc(N(CCCl)CCCl)cc2)ccc2cc(NC(=O)/C=C/c3ccccc3)ccc21
  82*	88*	85*	86*	86*	82*
COc1ccc2[nH]cc(CCN)c2c1
  -24	-14	-10	4	-12	4
CC(=O)Nc1nn[nH]n1
  18	2	7	1	14	22
O=NN(O)c1ccccc1.O=NN(O)c1ccccc1.[Mn+2]
  4	13	-47	-4	0	5
c1ccc(N2CCN(c3ccccc3)CC2)cc1
  14	-1	-58	38	-8	-32
CCCCCCCCCC[C@@H](O)[C@@H]1CC[C@@H]([C@@H]2CC[C@@H]([C@@H](O)CCCCCCCCCC[C@H](O)CC3=CC(C)OC3=O)O2)O1 (some centres undefined)
  -22	19	31	-12	0	-3
NC(Cc1ccccc1O)c1ccccc1 (centres undefined)
  3	-8	-37	-17	6	1
O=CC(NC(=O)CCCc1ccc(N(CCCl)CCCl)cc1)C(O)C(O)C(O)CO (centres undefined)
  18	5	24	-2	-8	14
Fc1ccc(N=C=S)cc1
  2	-24	-10	-6	-20	-28
CCOP(=O)(OCC)C(N)Cc1ccc(OC)c(OC)c1 (centres undefined)
  -17	2	20	13	-4	-4
c1ccc2c(c1)sc1ccccc12
  15	17	-29	-9	-14	16
CC(C#N)c1ccccc1 (centres undefined)
  5	0	-15	-25	-16	7
c1ccc(CC[n+]2cccc3ccccc32)cc1
  -7	4	-26	-8	11	-4
COC1C=CC23c4cc5c(cc4C(O)OC2CN(C)C3C1)OCO5 (centres undefined)
  28	31	14	20	19	22
COc1ccc2c(c1)CCC(N1CCCC(=O)C1)C2 (centres undefined)
  25	66	17	89*	24	23
[I][Hg][CH2]C1OCCOC1[CH2][Hg][I] (centres undefined)
  99*	100*	99*	100*	100*	100*
CN(C)P(=O)(N(C)C)N(C)C
  25	-7	-17	24	6	23
Cc1cccc(C)c1[S][Pb][S]c1c(C)cccc1C
  -17	-8	-1	-2	-4	-1
Nc1nc(N)c(Cn2ccnc2)c(=O)[nH]1
  -8	-15	32	-35	-16	-27
CCCCCCCCCl
  -8	8	20	8	-5	15
Cc1ccc(OP(Oc2ccc(C)cc2)Oc2ccc(C)cc2)cc1
  32	-6	-32	29	11	33

6 records drawn at random from those above:
Values run as follows: yeast mlh1 rad18	yeast sgs1 mgt1	cln2 rad14	bub3	yeast mec2-1	yeast rad50
CCOP(=O)(OCC)C(N)Cc1ccc(OC)c(OC)c1 (centres undefined)
  -17	2	20	13	-4	-4
CCCCCCCCCC[C@@H](O)[C@@H]1CC[C@@H]([C@@H]2CC[C@@H]([C@@H](O)CCCCCCCCCC[C@H](O)CC3=CC(C)OC3=O)O2)O1 (some centres undefined)
  -22	19	31	-12	0	-3
CC(C#N)c1ccccc1 (centres undefined)
  5	0	-15	-25	-16	7
CC(=O)Nc1nn[nH]n1
  18	2	7	1	14	22
COc1cc2c(cc1OC)C1c3ccccc3CCN1CCC2 (centres undefined)
  7	4	5	8	2	-4
c1ccc(-c2csc3[nH]c4ccccc4[n+]23)cc1
  6	8	6	5	6	19

(further entries)
Values run as follows: yeast mlh1 rad18	yeast sgs1 mgt1	cln2 rad14	bub3	yeast mec2-1	yeast rad50
CC[C@@H]1[C@H]2C[C@H]3[C@@H]4N(C)c5ccccc5[C@]45C[C@@H](C2[C@H]5O)N3[C@H]1O (some centres undefined)
  16	-5	5	-14	-6	-12
CCNCCc1ccc(N)cc1
  -3	1	-7	2	-3	5
CCOP(=O)(N=S=O)OCC
  -2	-4	-28	8	-14	6
Cc1cccc(N)c1
  10	1	6	14	-7	6
Ic1cccc2c1[se]c1ccccc12
  2	7	-28	-11	-4	25
CC/C(=C/c1ccc(OC)cc1)[N+](=O)[O-]
  99*	99*	99*	99*	100*	99*
O=P1(O)C=CC2(CCCC2)O1
  -40	8	23	6	-8	24
O=[N+]([O-])/C=C\C(F)(F)F
  33	18	17	-7	3	21
CN1CCNCC1
  6	-10	-18	12	-7	11
N#CCC#N
  -1	16	-3	3	-4	-4
C[CH2][Sn]([CH2]C)([O]c1cccccc1=O)[O]c1cccccc1=O
  52	94*	-16	8	19	87*
CCOP(=O)(OCC)C(C)(C)N(C)/C(F)=N/C(F)(F)F
  -6	3	4	22	-2	4
CCOP(=S)(S)OCC
  -8	10	28	44	44	-18
O=C1C(=C(O)c2ccccc2)C(=O)c2ccccc21
  12	2	0	-2	2	-3
CCCC(N)C(O)c1ccccc1 (centres undefined)
  -7	-4	-1	-27	-6	-1
Clc1cc2nncc(N3CC3)c2cc1Cl
  -21	-4	10	-8	-24	-3
NC(Cc1ccc(O)c(F)c1)C(=O)O (centres undefined)
  -14	-41	-3	-52	-40	-37
CC1NC1c1ccccc1 (centres undefined)
  -19	-7	-20	-12	-29	-14
O=C(NC(CCCCN1C(=O)c2ccccc2C1=O)P(=O)(Oc1ccccc1)Oc1ccccc1)OCc1ccccc1 (centres undefined)
  -17	0	0	-10	0	-5
C[n+]1ccccc1-c1nc(-c2cccc[n+]2C)nc(-c2cccc[n+]2C)n1
  84*	80*	22	45	50	57
CC1CN2CCOC2(C)O1 (centres undefined)
  12	15	9	14	-16	15
Cc1nc(-c2nc([N+](=O)[O-])c([N+](=O)[O-])[nH]2)cs1
  -2	1	15	-7	-6	-2
NC1Cc2cc(O)ccc2C1=O (centres undefined)
  1	-3	20	23	22	-6
Clc1cccc(SC(Cl)(Cl)Cl)c1
  34	8	-2	33	14	36
CCOP(=S)(OCC)Oc1cnn(C)c(=S)c1Cl
  8	-1	10	-5	-19	13
Cc1ccccc1NC(=O)CCl
  -2	-1	18	7	0	18
O=[N+]([O-])c1ccccc1-c1ccccc1
  2	7	13	-22	-28	24
CCOP(=O)(OCC)OCC
  22	19	-12	-1	-13	-4
CN(C)P(CCPc1ccccc1)N(C)C (centres undefined)
  -8	-11	-7	-7	-31	-7
NC(=O)CI
  17	38	14	18	27	31
[O]=[Sb]([OH])([OH])[c]1ccccc1
  99*!	99*!	99*!	99*!	100*!	99*!
CC(=O)CC(C)=O.CC(=O)CC(C)=O.[Cl][Sn][c]1ccccc1
  58	50	8	35	24	41
CCOP(=O)(CCP(=O)(OCC)OCC)OCC.C[CH2][Sn]([Cl])([Cl])[CH2]C
  41	46	46	42	52	43
CC(NC(=O)CCl)C(=O)O (centres undefined)
  31	-19	-32	2	14	-4
O=P1(NCCCl)OC(c2ccccc2)=CCN1CCCl (centres undefined)
  99*	99*	96*	90*	94*	98*
FC(F)(F)c1ccc(Cl)c(NC2=NCCS2)c1
  20	19	11	11	25	14
[C-]#[O+].[C-]#[O+].[C-]#[O+].[C-]#[O+].[Cr].c1ccc([As](CC[As](c2ccccc2)c2ccccc2)c2ccccc2)cc1
  29	8	7	36	21	23
COC1=C(C)C(=O)C2=C(C1=O)C(CO)N1C(C#N)C3CC4C(C1C2N1CCOC41)N3C (centres undefined)
  81*	78*	85*	88*	90*	76*
Nn1cnnc1
  -16	-10	-9	-3	-8	-13
O=C(O)c1cc(Cl)nc(Cl)c1
  -15	2	-26	17	22	-2
O=C(O)C(F)(F)C(F)(Cl)C(F)(F)C(F)(Cl)C(F)(F)C(F)(Cl)C(F)(F)Cl (centres undefined) (tested in a mixture with another compound)
  30&36	41&37	28&10	-2&-2	18&29	43&8
c1cc2c(cc1[C@@H]1OC[C@@H]3[C@H]1CO[C@H]3c1ccc3c(c1)OCO3)OCO2
  6	47	12	66	13	14
Cc1c2ccc3ccccc3c2c(C)[n+]2ccccc12
  -6	4	-38	29	-10	2

Entries of single compounds from above. Order of screens: yeast mlh1 rad18 | yeast sgs1 mgt1 | cln2 rad14 | bub3 | yeast mec2-1 | yeast rad50
`Cc1c2ccc3ccccc3c2c(C)[n+]2ccccc12` in the list: -6 | 4 | -38 | 29 | -10 | 2
`CCOP(=O)(CCP(=O)(OCC)OCC)OCC.C[CH2][Sn]([Cl])([Cl])[CH2]C` in the list: 41 | 46 | 46 | 42 | 52 | 43
